# From PubChem BioAssay
# Y pestis TopoI: Y. pestis Topo-I inhibition via cleavage products; Y. pestis Topo-I cleavage product accumulation, plate reader; activity, % at 10 µM; actives 0.064% (n = 360,000); AID 504884; in the data active means activity above about 50%, passing the limit was not always enough; further: inactives centre near 2
# Rv3671c protease: inhibits the M. tuberculosis serine protease Rv3671c; P9WHR9; inhibition, % at 5.96 µM; actives 0.048% (n = 320,000); AID 2606; in the data active means inhibition above about 38%;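 further: extracellular domain of Rv3671c used as enzyme; 0% = enzyme with DMSO and 100% = no enzyme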
# TcdB inh: inhibitors of Clostridioides difficile toxin B glycohydrolase | inhibition, % at 9.99 µM | P18177 | actives 0.24% (n = 350,000) | TcdB glycohydrolase enzymatic assay, plate reader; in the data active means inhibition above about 10%
# Target sequence (P18177 whole entry, looked up): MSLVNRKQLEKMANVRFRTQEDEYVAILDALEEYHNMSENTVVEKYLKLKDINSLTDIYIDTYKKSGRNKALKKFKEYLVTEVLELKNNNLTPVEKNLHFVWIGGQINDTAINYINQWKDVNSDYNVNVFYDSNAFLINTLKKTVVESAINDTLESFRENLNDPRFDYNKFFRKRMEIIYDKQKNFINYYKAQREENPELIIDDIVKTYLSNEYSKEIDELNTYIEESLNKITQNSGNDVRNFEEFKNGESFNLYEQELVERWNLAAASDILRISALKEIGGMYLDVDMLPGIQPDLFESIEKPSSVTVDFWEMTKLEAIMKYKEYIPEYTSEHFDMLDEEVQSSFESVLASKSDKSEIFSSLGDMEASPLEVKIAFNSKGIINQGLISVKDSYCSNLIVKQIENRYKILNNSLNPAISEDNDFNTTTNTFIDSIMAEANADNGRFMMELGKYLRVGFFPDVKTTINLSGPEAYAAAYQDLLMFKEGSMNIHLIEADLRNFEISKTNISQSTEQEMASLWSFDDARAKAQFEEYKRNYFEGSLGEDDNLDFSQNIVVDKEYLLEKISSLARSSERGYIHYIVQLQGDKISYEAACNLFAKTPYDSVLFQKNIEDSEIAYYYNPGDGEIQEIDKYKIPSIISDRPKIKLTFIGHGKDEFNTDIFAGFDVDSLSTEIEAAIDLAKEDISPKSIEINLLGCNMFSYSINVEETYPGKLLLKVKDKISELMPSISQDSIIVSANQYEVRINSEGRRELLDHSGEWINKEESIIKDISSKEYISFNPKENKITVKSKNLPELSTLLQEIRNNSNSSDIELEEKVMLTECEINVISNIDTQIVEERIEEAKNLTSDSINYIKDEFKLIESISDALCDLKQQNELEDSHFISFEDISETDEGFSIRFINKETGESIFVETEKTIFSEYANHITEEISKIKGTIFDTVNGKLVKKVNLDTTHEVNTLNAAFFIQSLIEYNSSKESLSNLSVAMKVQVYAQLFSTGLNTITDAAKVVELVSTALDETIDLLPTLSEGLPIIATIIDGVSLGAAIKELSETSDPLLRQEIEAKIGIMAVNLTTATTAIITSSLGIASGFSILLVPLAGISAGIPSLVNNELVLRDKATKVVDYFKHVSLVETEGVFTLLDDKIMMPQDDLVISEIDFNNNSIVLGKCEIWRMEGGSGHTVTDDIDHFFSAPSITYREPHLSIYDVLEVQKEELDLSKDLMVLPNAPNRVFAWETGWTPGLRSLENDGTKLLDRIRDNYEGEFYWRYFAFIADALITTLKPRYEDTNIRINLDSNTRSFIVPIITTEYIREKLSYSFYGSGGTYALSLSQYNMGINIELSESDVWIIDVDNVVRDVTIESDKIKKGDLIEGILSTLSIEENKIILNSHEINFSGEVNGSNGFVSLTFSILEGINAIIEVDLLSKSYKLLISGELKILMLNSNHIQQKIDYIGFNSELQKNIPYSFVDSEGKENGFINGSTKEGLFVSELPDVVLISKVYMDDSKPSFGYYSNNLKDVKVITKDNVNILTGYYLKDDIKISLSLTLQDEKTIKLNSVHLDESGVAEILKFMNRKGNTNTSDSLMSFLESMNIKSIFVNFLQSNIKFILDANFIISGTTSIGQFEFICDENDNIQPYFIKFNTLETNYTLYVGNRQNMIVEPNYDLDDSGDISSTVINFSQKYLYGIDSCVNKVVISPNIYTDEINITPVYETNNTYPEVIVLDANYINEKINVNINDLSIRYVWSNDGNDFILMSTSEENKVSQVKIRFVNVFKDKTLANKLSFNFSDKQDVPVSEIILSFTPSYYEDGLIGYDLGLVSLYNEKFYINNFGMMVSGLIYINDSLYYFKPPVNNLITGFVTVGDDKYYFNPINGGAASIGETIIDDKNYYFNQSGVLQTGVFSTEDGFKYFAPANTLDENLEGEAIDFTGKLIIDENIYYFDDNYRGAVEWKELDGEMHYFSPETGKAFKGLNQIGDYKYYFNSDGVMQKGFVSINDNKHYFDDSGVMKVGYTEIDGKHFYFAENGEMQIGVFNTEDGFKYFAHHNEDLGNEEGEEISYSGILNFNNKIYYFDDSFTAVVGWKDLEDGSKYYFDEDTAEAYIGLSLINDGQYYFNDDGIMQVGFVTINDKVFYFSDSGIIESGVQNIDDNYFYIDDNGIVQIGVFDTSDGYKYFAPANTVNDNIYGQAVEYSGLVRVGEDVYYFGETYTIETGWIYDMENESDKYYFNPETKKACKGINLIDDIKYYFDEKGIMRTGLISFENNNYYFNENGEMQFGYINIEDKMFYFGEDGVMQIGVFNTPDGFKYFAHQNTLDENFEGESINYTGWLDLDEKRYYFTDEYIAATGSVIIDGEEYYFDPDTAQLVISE
# PriA SSB inh: blocks PriA binding to SSB C-terminal tail; AlphaScreen SSBct-PriA binding, biotinylated peptide; inhibition, % at 33 µM; actives 0.6% (n = 430,000); in the data active means inhibition mostly above about 37%, no sharp cut-off; inactive means mostly below about 20%;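 further: plate controls were negative control peptide for no effect and reference peptide for full effect; strong numbers were not always called active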
# Anthrax LF prot: blocks Bacillus anthracis lethal factor protease. multiplex microsphere protease cleavage assay, LF. actives 0.12% (n = 360,000). inhibition, % at 10 µM. P15917. AID 588501; in the data active means inhibition above about 30%; further: plate controls were buffer without enzyme for full effect and enzyme alone for no effect
# VHR inh abs: blocks human VHR1 dual specificity phosphatase | recombinant VHR phosphatase, pNPP absorbance | inhibition, % at 13.3 µM | actives 0.52% (n = 290,000) | P51452; in the data active means inhibition above about 50%; further: some compounds called inactive have numbers as strong as hits
# MazF activator: activators of E. coli MazEF toxin-antitoxin RNase. AID 504720. activation, % at 20 µM. actives 0.32% (n = 350,000). FAM/BHQ RNA-DNA oligo cleavage fluorescence, 5 h; in the data active means activation above about 50%
# PfHsp40 rescue: compounds rescuing yeast from Plasmodium falciparum HSP40 toxicity; S. cerevisiae expressing PfHsp40, growth rescue, ATP luminescence; growth rescue, % at 12.5 µM; actives 0.68% (n = 340,000); in the data active means growth rescue above about 28%, passing the limit was not always enough;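 further: yeast W303a lacking pdr1 and pdr3 grown in galactose medium; growth measured after three days at 30 °C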
# 3CLpro inhibitor: SARS-CoV 3CLpro protease inhibition | P0C6X7 | recombinant SARS-CoV 3CLpro, quenched FRET peptide cleavage | inhibition, % at 6 µM | actives 0.14% (n = 290,000) | AID 1706; in the data active means inhibition above about 12%
# Vc quorum ag: induces V. cholerae light production without autoinducers; V. cholerae BH1578 lux reporter, luminescence, 6 h; activation, % at 18.7 µM; actives 0.16% (n = 350,000); in the data active means activation mostly above about 9.7%, no sharp cut-off; further: not every result past the cut was called active; inactives centre near 0; reference of the scale not given here
# The depositor's hits bear a star; i = inactive; . = no result given; & = joins results of further samples. Not all compounds are listed; rates above refer to the full screens.
SMILES,Y pestis TopoI,Rv3671c protease,TcdB inh,PriA SSB inh,Anthrax LF prot,VHR inh abs,MazF activator,PfHsp40 rescue,3CLpro inhibitor,Vc quorum ag
O=C(NCc1ccccn1)Nc1ccc(F)cc1F,16,2,-1.5,-10,7,.,1,-0.8,1,i
O=C(CSc1nnc(-c2c[nH]c3ccccc23)o1)NCC1CCCO1 (stereo not drawn),-8,-6,2.5,-21,-3,.,11,-0.4,.,i
S=C(Nc1ccc2nccnc2c1)N1CCCC1,2,1,4.6,-14,-3,19,7,-0.1,-2,-0.3
CCN1C(=O)N[C@@H](c2cccc(C(F)(F)F)c2)C(C(C)=O)=C1C,-9,2,1.2,9,-5,.,10,-0.2,.,2.4
S=C(NCCN1CCCCC1)Nc1ccccc1,4,-2,0.2,-10,-1,7,6,-2.2,1,i
CN(C1CCCCC1)S(=O)(=O)c1cc2c3c(c1)CCN3C(=O)CC2,-6,-1,1.6,-3,-3,.,5,-1.8,.,i
Cc1occc1-c1nnc(SCC(=O)NC(C)(C)C)n1C(C)c1ccccc1 (stereo not drawn),17,-3,.,-8,-3,18,2,-0.8,5,.
Cc1cc(C)n(CCNCc2c(C(=O)N3C[C@@H](C)O[C@@H](C)C3)nc3ccc(Cl)cn23)n1,2,1,0.8,-8,0,8,5,-0.8,0,-0.4
Cc1ccc(S(=O)(=O)N2CCC(C(=O)OC(C)C(=O)N3CCOCC3)CC2)cc1 (stereo not drawn),-1,8,2.0,-5,.,.,-5,-0.7,.,-5.1
O=C(NCc1cccc(Cl)c1)C1CCC(=O)N(CCCN2CCOCC2)C1 (stereo not drawn),1,.,0.0,6,-1,9,6,-0.9,-1,-0.5
CCOc1ccccc1NC(=O)NC1CCCc2ccccc21 (stereo not drawn),8,4,-0.6,-1,-4,8,5,-1.3,2,3.2
Cc1ccc(C(C)(C)C)cc1S(=O)(=O)N1CCC(C(=O)N2CCN(c3ccc(O)cc3)CC2)CC1,12,7,-0.8,6,-6,.,4,9.9,.,-0.3
CC(C)=C1SC(N2CCN(c3ccc(Cl)cc3)CC2)=NC1=O,21,-7,-0.3,-6,4,4,0,-0.4,4,-0.2
CN(C)c1ccc(C(=S)N2CCCCCC2)cc1,1,1,.,5,.,29,-2,-0.2,6,-0.4
Cc1cc(O)c(C(C)C)cc1NC(=O)Cn1nc(C)c2ccccc2c1=O,-6,2,.,-6,.,-8,1,1.5,-3,-0.4
N#Cc1cccc(S(=O)(=O)NCC(=O)OCC(=O)c2ccc[nH]2)c1,-1,1,0.4,0,0,32,2,0.5,3,-1.6
CN(CC(=O)NC1(C)CCS(=O)(=O)C1)S(=O)(=O)c1ccc(Cl)cc1 (stereo not drawn),3,-4,-0.6,-4,-6,.,1,0.5,.,i
Cc1ccc(-n2c(CNc3ccc(F)cc3)nnc2SCC(=O)O)cc1,-1,-5,0.4,-1,-7,11,6,-0.2,5,i
O=C(COc1ccc(Cl)cc1)NCc1nnc(SCC(=O)Nc2ccc3c(c2)OCCO3)o1,27,0,.,-1,1,13,8,3.6,1,-0.3
Cc1cccc(C)c1Nc1nnc(SCC(=O)NCc2ccco2)s1,4,-2,.,3,-1,5,-6,0.3,3,0.5
CC(C)=C(NC(=O)c1ccccc1)C(=O)Nc1cccc(C(=O)O)c1,3,9,1.8,-12,-6,15,-7,-0.4,-3,i
O=C(O)c1ccc2c(c1)C(=O)N(CCC1=CCCCC1)C2=O,2,-4,.,-1,0,-4,-5,0.8,-1,-0.6
Cc1cccc2cc(CN(CCN3CCOCC3)C(=O)NCc3ccccc3)c(=O)[nH]c12,-1,6,.,-18,0,16,-1,-0.4,2,.
Cc1ccccc1NC(=O)Nc1cc(-c2ccccc2)nn1C,3,1,0.8,-4,.,-4,-1,-0.7,-3,i
C[C@]12CCC3C(C(=O)C[C@H]4C[C@@H](O)CC[C@]34C)C1CCC2=O (stereo partly drawn),5,3,-0.2,-10,-7,.,0,-1.6,.,i
O=C(CCn1nnnc1CN1CCOCC1)N1CCC(c2ccccc2Cl)C1 (stereo not drawn),-1,-9,0.5,-9,-2,12,-3,-1.1,2,i
C[C@@H]1CN([C@@H](C)CO)C(=O)CCCn2nncc2CO[C@H]1CN(C)Cc1ccccc1C(F)(F)F,17,.,1.8&0.9,.,-9,.,8,.,.,i
CNC(=S)N/N=C/c1c(C)nn(-c2cccc(Cl)c2)c1Cl,-3,1,0.9,.,0,30,-17,0.6,4,i
COc1ccc(C(c2c(O)nc[nH]c2=O)c2c(O)nc[nH]c2=O)cc1,.,3,0.9,1,.,17,14,.,-1,.
Cn1c2c(c(=O)n(C)c1=O)C(c1cc3c(cc1Br)OCO3)CC(=O)N2 (stereo not drawn),2,-6,1.8,-1,-3,-10,10,-2.2,3,-0.3

# Reprinted at random: 3 records from the list
SMILES,Y pestis TopoI,Rv3671c protease,TcdB inh,PriA SSB inh,Anthrax LF prot,VHR inh abs,MazF activator,PfHsp40 rescue,3CLpro inhibitor,Vc quorum ag
O=C(CCn1nnnc1CN1CCOCC1)N1CCC(c2ccccc2Cl)C1 (stereo not drawn),-1,-9,0.5,-9,-2,12,-3,-1.1,2,i
Cc1ccc(-n2c(CNc3ccc(F)cc3)nnc2SCC(=O)O)cc1,-1,-5,0.4,-1,-7,11,6,-0.2,5,i
N#Cc1cccc(S(=O)(=O)NCC(=O)OCC(=O)c2ccc[nH]2)c1,-1,1,0.4,0,0,32,2,0.5,3,-1.6

# (list continues)
SMILES,Y pestis TopoI,Rv3671c protease,TcdB inh,PriA SSB inh,Anthrax LF prot,VHR inh abs,MazF activator,PfHsp40 rescue,3CLpro inhibitor,Vc quorum ag
CCCC(C(=O)O)N1C(=O)/C(=C2\C(=O)N(C)c3ccccc32)SC1=S (stereo not drawn),-5,-3,.,-2,-1,19,-4,-1.9,.,i
O=C(N/N=C\c1cccc(F)c1)c1ccc(-c2ccccc2)cc1,-5,.,-0.4,.,0,7,-9,2.3,0,-0.7
CSc1ncccc1C(=O)OCC(=O)c1cc(C)n(CC2CCCO2)c1C (stereo not drawn),31,6,-0.4,-2,-4,-5,4,0.5,1,i
COc1ccc(S(=O)(=O)CCC(=O)NCCc2ccc(S(N)(=O)=O)cc2)cc1,-3,-5,.,-8,-1,-11,3,0.8,3,1.1
COc1ccc(Cl)cc1Nc1nc(-c2cccnc2)cs1,2,3,0.5,9,-16,13,-4,-1.1,5,-0.4
COc1cccc(CN2C(=O)C(C)N(C(=O)c3c(F)cccc3F)c3ccccc32)c1 (stereo not drawn),24,-8,1.4,4,-2,34,1,-0.2,-1,i
Cc1ccccc1-c1cnc(C(O)c2c(C)ccc3ccccc23)[nH]1 (stereo not drawn),7,.,0.5,.,-5,.,.,.,.,i
COc1cccc(CCC(=O)Nc2cccc(S(=O)(=O)N3CCCC3)c2)c1OC,1,-5,1.3,-9,1,.,2,-0.6,.,-0.4
O=Cc1ccc(Cl)c(Cl)c1,3,12,1.4,10,-9,.,-2,-0.4,.,-0.1
Cc1nnsc1C(=O)N1CCCC1(C)C(=O)O (stereo not drawn),-2,.,1.4,.,-5,.,.,.,.,-0.8
CCOC(=O)C1CCN(CC(O)COc2ccc(S(=O)(=O)N3CCCC3)cc2[N+](=O)[O-])CC1 (stereo not drawn),-12,.,1.6,-5,-4,.,5,0.3,.,-5.6
COc1ccc(NC(=O)c2ccccc2F)cc1Cl,2,3,.,-12,-1,12,0,-1.1,-6,4.2
c1csc(CNc2ncnc3nc[nH]c23)c1,1,4,-0.2,-20,-6,3,2,0.4,0,-0.2
Cc1cnc(=O)[nH]c1SCC(=O)Nc1nccs1,8,3,2.4,-18&-7,.,.,7,-0.1,.,-0.3
O=C(/C=C/c1ccc2c(c1)OCO2)N1CCOCC1,3,3,.,-2,1,34,-6,-0.8,-3,i
COc1cccc(NC(=O)COc2ccc3c(c2)CCC3)c1,9,8,0.8,-34,3,17,7,1.4,7,i
CC(=O)Nc1ccc(NC(=O)C(C)OC(=O)CCCOc2ccc(Cl)c(C)c2)cc1 (stereo not drawn),11,7,-0.8,1,-3,-9,1,0.4,0,i
O=C(c1ccc2nccnc2c1)N1CCN(Cc2ccc3c(c2)OCO3)CC1,-9,3,-1.5,-6,5,26,8,0.0,1,i
O=[N+]([O-])c1nn(-c2ccccc2)n(O)c1=NCc1ccc2c(c1)OCO2,-14,0,.,-5,1,8,-4,0.7,-3,1.5
CC(C)COP(=O)(OCC(C)C)C(O)c1ccccc1F (stereo not drawn),4,8,.,-11,-3,21,-9,13,7,-1.4
CCOC(=O)C1=NN(C(C)=O)C2(CC(=O)N(c3cc(C)cc(C)c3)C2=O)C1 (stereo not drawn),-5,12,.,9,-2,-4,-4,1.8,3,-0.6
COC(=O)c1cc2oc3ccccc3c2n1CC(=O)Nc1ccccc1OC,-1,5,.,0,-3,-12,0,-0.9,1,i
C=CCn1cc(/C=C2/NC(=O)NC2=O)c2ccccc21,3,1,1.7,-4,-10,8,1,-0.7,5,-0.9
CC(OC(=O)c1ccccc1NS(=O)(=O)c1cccc(N)c1)C(=O)N(C)Cc1ccccc1 (stereo not drawn),17,-4,0.7,11,-5,12,3,0.3,8,i
CC1(C)Cc2ccccc2C(=NC(Cc2ccccc2)C(=O)O)N1 (stereo not drawn),0,2,-0.7,-1,-10,43,-22,0.4,2,0.2
Cc1oc(C(C)(C)C)cc1C(=O)N1CCCC1C(=O)O (stereo not drawn),-4,5,.,-21,-6,22,-9,-0.3,0,i
O=S1(=O)C[C@@H](O)[C@@H](Nc2ccccc2)C1,1,1,1.8,-9,.,25,2,.,4,-0.4
CC(C)N(C(=O)Cn1cc(SCC(=O)NCc2ccco2)c2ccccc21)C(C)C,12,3,-0.9,8,-6,-11,4,0.6,1,-0.3
O=C(O)C1CCCCC1C(=O)NCCc1ccc(F)cc1 (stereo not drawn),2,-2,0.7,-9,2,16,3,-0.8,6,-1.4

# An excerpt of these results, with values under each structure:
# Fields – Y pestis TopoI	Rv3671c protease	TcdB inh	PriA SSB inh	Anthrax LF prot	VHR inh abs	MazF activator	PfHsp40 rescue	3CLpro inhibitor	Vc quorum ag
- Cc1oc(C(C)(C)C)cc1C(=O)N1CCCC1C(=O)O (stereo not drawn)
    -4	5	.	-21	-6	22	-9	-0.3	0	i
- O=S1(=O)C[C@@H](O)[C@@H](Nc2ccccc2)C1
    1	1	1.8	-9	.	25	2	.	4	-0.4
- CC(C)N(C(=O)Cn1cc(SCC(=O)NCc2ccco2)c2ccccc21)C(C)C
    12	3	-0.9	8	-6	-11	4	0.6	1	-0.3
- O=C(O)C1CCCCC1C(=O)NCCc1ccc(F)cc1 (stereo not drawn)
    2	-2	0.7	-9	2	16	3	-0.8	6	-1.4
